# AMA1-RON2 inh: AMA1-RON2 (P. falciparum) interaction inhibition. AlphaScreen AMA1-biotinylated RON2 peptide binding. Potency, µM (titrated, usually from 58.2 µM), for the others: at the top dose activity change, negative = inhibition, hits mostly inhibitors. actives 0.2% (n = 360,000);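 note: potency is the fitted concentration of half-maximal effect; 0% = vehicle wells and -100% = peptide control; nearly all actives have a fitted effect of over 45% in size; some results filed as inactive show a strong effect at the top dose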
#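 AMA1 (3D7) with his tag at 25 nM final met compounds first, then biotinylated RON2 peptide at 25 nM; detection used donor plus acceptor beads, 10 µg/mL apiece, read by AlphaScreen after 30 min at room temperature.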
# Cycloheximide cs: affects cycloheximide protein synthesis inhibition readout, counter-screen; max response, %; cell reporter, cycloheximide protein synthesis inhibition counterscreen; AID 2314; actives 12% (n = 300,000); in the data active = max response mostly above about 13%, no sharp cut-off; inactive = mostly below about 14%; note: read at 38.3 µM for the half of the compounds with a filed dose; 0% is about no effect
# AmpC inh detg: inhibitors of E. coli AmpC beta-lactamase with detergent; AID 485294; P00811; AmpC hydrolysis of nitrocefin, absorbance 480 nm, 0.01% Triton; Potency, µM (titrated, usually from 114 µM), for inactives: top-dose activity change, negative = inhibition, actives largely listed as inhibitors; actives 0.041% (n = 370,000);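 note: potency is the fitted concentration of half-maximal effect; 0% = no-compound wells and -100% = no-enzyme wells; nearly all actives have a fitted effect of over 25% in size; some results filed as inactive show a strong effect at the top dose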
# Target sequence (P00811 whole entry, looked up): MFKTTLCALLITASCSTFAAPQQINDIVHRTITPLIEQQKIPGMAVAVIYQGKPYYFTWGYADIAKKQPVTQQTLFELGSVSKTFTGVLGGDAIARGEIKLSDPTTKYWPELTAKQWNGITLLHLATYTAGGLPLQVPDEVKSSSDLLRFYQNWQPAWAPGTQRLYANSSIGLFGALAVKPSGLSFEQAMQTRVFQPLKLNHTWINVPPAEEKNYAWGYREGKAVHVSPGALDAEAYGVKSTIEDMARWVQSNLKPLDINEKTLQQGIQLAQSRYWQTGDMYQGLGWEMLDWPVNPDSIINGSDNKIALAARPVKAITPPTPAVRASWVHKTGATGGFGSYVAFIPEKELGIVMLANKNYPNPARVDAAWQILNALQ
#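 AmpC (5.3 nM in the dispensed reagent) in 20 mM phosphate pH 7.0 with 0.01% (detergent screen) or 0.0001% Triton X-100 was preincubated with compounds for 15 min at room temperature. Nitrocefin was then added from an 800 uM solution, and hydrolysis was followed at 480 nm.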
# FBPA Giardia inh: inhibitors of Giardia lamblia fructose-1,6-bisphosphate aldolase | A8B2U2 | purified Giardia FBPA | Potency, µM (highest dose often 59.6 µM), for the others: at the top dose activity, negative = inhibition, actives largely listed as inhibitors | actives 0.71% (n = 290,000) | AID 2451; note: potency is the fitted concentration of half-maximal effect; % is set by controls: 0 for no effect and ±100 for the full control effect; nearly all actives have a fitted effect of over 55% in size
# Target sequence (A8B2U2 whole entry, looked up): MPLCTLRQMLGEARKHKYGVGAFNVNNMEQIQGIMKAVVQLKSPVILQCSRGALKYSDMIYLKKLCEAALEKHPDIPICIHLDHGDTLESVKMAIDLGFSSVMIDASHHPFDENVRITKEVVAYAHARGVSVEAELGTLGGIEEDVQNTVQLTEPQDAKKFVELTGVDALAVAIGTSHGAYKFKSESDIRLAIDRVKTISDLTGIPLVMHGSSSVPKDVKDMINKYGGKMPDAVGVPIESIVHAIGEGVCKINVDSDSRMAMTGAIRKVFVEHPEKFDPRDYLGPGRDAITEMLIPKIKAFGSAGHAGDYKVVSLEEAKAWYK
#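 Giardia FBPA (40 nM reagent) was preincubated 10 min at RT with compound (up to 57.5 uM final), then substrate plus GAPDH/TPI/NAD/arsenate coupling system with diaphorase/resazurin was added; resorufin fluorescence (525/598 nm) was read after 20 min.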
# HCMV antiviral: inhibitors of human cytomegalovirus; HFF cells, HCMV-luciferase reporter, 72 h; stronger effect = lower value; activity change, negative = inhibition, % at 57.5 µM; actives 4.5% (n = 410,000); in the data active = activity change below about -60%; inconclusive = no clear call, values can overlap the other calls; inactive = above about -39%; note: % is set by controls: 0 for no effect and ±100 for the full control effect
#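 Steps: HFFs plated, 16 h 37C; compounds added; HCMV-luciferase added to MOI 1 PFU/cell; 72 h 37C; OneGlo reagent, 5 min room temperature; luminescence read, normalized to controls.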
# Shiga toxin inh: Shiga toxin inhibition. AID 2315. inhibition, % at 38.7 µM. Vero cells, Shiga toxin protein synthesis inhibition reporter. actives 9.2% (n = 290,000); in the data active = inhibition mostly above about 28%, no sharp cut-off; inactive = mostly below about 43%; note: 0% is about no effect
# AmpC inh no detg: inhibitors of E. coli AmpC beta-lactamase without detergent. AID 485341. Potency, µM (series often up to 57.1 µM), without a hit: at the top dose activity change, negative = inhibition, hits mostly inhibitors. actives 0.52% (n = 330,000). P00811. AmpC nitrocefin hydrolysis, absorbance 480 nm, 0.0001% Triton;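 note: potency is the fitted concentration of half-maximal effect; plate controls were no compound for no effect and no enzyme for full effect; nearly all actives have a fitted effect of over 20% in size; some results filed as inactive show a strong effect at the top dose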
#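 AmpC (5.3 nM in the dispensed reagent) in 20 mM phosphate pH 7.0 with 0.01% (detergent screen) or 0.0001% Triton X-100 was preincubated with compounds for 15 min at room temperature. Nitrocefin was then added from an 800 uM solution, and hydrolysis was followed at 480 nm.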
# Numbers without * were called inactive; ? = inconclusive; / = not tested or not shown; & = joins results of further samples; [ ] = another dose, or the depositor's remark. Unless noted, calls come from the whole dose curve; as a rule, active = well fitted curve in the direction sought with a large enough effect; inconclusive = small, poorly fitted or top-dose-only effect, or another doubt; inactive = no such curve, though single readings can be large; an effect the other way counts as inactive or inconclusive. Rows are unselected; about 16% have a hit in one of these screens.
compound	AMA1-RON2 inh	Cycloheximide cs	AmpC inh detg	FBPA Giardia inh	HCMV antiviral	Shiga toxin inh	AmpC inh no detg
O=C(CCCC(=O)N(CC(=O)NC1CCCC1)Cc1ccccc1)Nc1ccccn1	-2%	13	-23%	10%	16	9	21%
CC(=O)NC(CCS(C)(=O)=O)C(=O)Nc1nccs1 (stereo unspecified)	-1%	1	-1%	-4%	35	-4	-13%
CCCCn1nnc(NC(=O)c2cc3ccccc3o2)n1	-14%	44*	4%	2%	36	42*	-36%
CCc1c(C2(O)CCCCC2)[nH]c2c(C(=O)OC)cc(Cl)cc12	12%	3	-14%	7%	7	10	43%
O=C(CNC(=O)c1ccc(Cl)cc1Cl)NCc1ccccn1	8%[11.6 µM]	/	-1%	/	-4	/	-14%
Cc1ccnn1CC(=O)N/N=C/c1cccs1	15%	-5	-4%	0%	30	10	-10%
COc1ccccc1-c1sc2cc3c(cc2c1-c1ccc2c(c1)OCO2)OCO3	-9%	/	-2%	/	?	/	-21%
COc1ccc(C2NC(=O)NC(O)(C(F)(F)F)C2C(=O)c2ccccc2)cc1OC (stereo unspecified)	16%	10	-3%	2%	-6	36	3%
CCOC(=O)c1sc(S(C)(=O)=O)c2c1CCc1conc1-2	4%	-2	0%	-27%	-15	-2	-11%
CS(=O)(=O)N1N=C(c2ccc(Cl)cc2)CC1c1cccs1 (stereo unspecified)	-7%	35*	-14%	0%	14	35	-6%
CC(=O)N1c2ccc(S(=O)(=O)NCCC(=O)Nc3ccccc3C)cc2CC1C (stereo unspecified)	0%	0	3%	-4%	-28	-8	5%
CC(C)[C@H](NC(N)=O)C(=O)Nc1ccc2c(c1)CCC2	3%	-2	?	-1%	-20	4	-6%
O=C1CNC(=O)/C1=C/c1ccc(Br)cc1	-4%	-1	-5%	10%	23	-4	-22%
CC1CCCCC1NC(=O)c1cc2c(=O)n3ccccc3nc2n1C (stereo unspecified)	2%	1	?	-2%	?	23	-11%
NS(=O)(=O)c1ccc(CCNC(=O)c2ccc(-c3ccccc3)cc2)cc1	10%	5	-3%	0%	49	/	-17%
N#CCCN(C(=O)COC(=O)c1cc(S(=O)(=O)N2CCOCC2)ccc1Cl)c1ccc(F)cc1	6%	/	?	/	-71*	/	136%[activator]
CSC1=N/C(=C/c2ccc(-n3cncn3)cc2)C(=O)N1	6%	4	-8%	-2%	-39	-3	0%
C=CCn1c(Cc2ccc(OC)cc2)nnc1SCC(N)=O	-1%	-1	-15%	1%	29	-26	-21%
CCOC(=O)/C=C1\NC(=O)CS1	-20%	-3	-7%	5%	-28	-5	-6%
O=C1CC(c2ccccc2)CC2=C1C=Nc1ccccc1N2 (stereo unspecified)	-3%	1	?	6%	-77*	-9	-3%[2.29 µM]
COc1ccc(/C=C2\SC(=S)N(CC(=O)NC3CCS(=O)(=O)C3)C2=O)cc1 (stereo unspecified)	0%	-4	3%	5%	-32	-3	-7%
Cc1csc(NC(=O)C2CC(=O)N(c3ccc4c(c3)OCCO4)C2)n1 (stereo unspecified)	-1%	/	-17%	/	14	/	6%
COc1ccccc1C(=O)NC1CCN(C(=O)Nc2ccc(C)cc2)CC1	1%	-4	-20%	-5%	-5	-6	-6%
FC(F)(F)c1cnc(N/N=C/c2ccncc2)c(Cl)c1	21%	8	2%	-27%	-3	7	-11%
CN(C)/C(=N\S(=O)(=O)c1ccc(Br)cc1)c1ccccc1	-4%	0	?	14%	60	-18	4%
COc1ccc(/C=C/c2cc(-c3ccc(C)cc3)o[n+]2C)cc1	-8%	-2	-9%	4%	-104*	-30	-20%
O=C(COC(=O)c1cccc(S(=O)(=O)N2CCCCCC2)c1)NCc1ccc(Cl)cc1	13%	/	0%	/	4	/	-21%
CCCN1CCN(CCCNC(=O)c2cc3c(s2)-c2ccccc2OC3)CC1	11%	2	?	0%	-23&2	-2	42%
COc1ccc(C(=O)N/N=c2\oc3ccccc3cc2C(N)=O)cc1	63%[activator]	45	2%	11%	24	56	-19%
COc1ccc(CCNCc2cccn2C)cc1	0%	1	-1%	?	1	-3	-18%
CC1(C)Cc2ccccc2-c2nc3n(c(=O)c21)CCS3	-5%	-3	-10%	0%	-4	1	3%
CCCOC(=O)/C(=C\C=C\c1ccco1)NC(=O)c1ccccc1	2%	51*	3%	-15%	?	115*	-48%
CCS(=O)(=O)N1CCC(C(=O)NC2CCCCCCC2)CC1	28%	2	1%	1%	70	-1	?
Cn1c(=O)oc2cc(S(=O)(=O)N3CCCC(C(=O)NCc4cccs4)C3)ccc21 (stereo unspecified)	22%	-1	-8%	2%	?	-1	3%
Nc1c(Cl)c(Cl)nc(C(=O)N/N=C/c2cccnc2)c1Cl	-10%	-3	0%	5%	-2	-7	-14%
COc1cc(C(=O)N/N=C(\c2ccccc2)c2ccccn2)cc(OC)c1OC	108%[activator]	-8	9%	-13%	-102*	-13	-11%
Cn1c(COc2ccc(Cl)cc2)nnc1SCC(=O)Nc1ccc2c(c1)CCC2	1%	-5	-7%	5%	-17	-7	-13%
COc1ccccc1OCC(O)CN1C(=O)NC(C)(C)C1=O (stereo unspecified)	1%	-7	?	-1%	?	-7	-7%
Cc1ccc(Nc2nc(N)nc(CSc3nnc(-c4ccncc4)o3)n2)cc1	26%	14*	1%	3%	37	48*	-7%
CC1CN(C)C(C)c2c1oc1ccc([N+](=O)[O-])cc21 (stereo unspecified)	-2%	-2	1%	2%	20	-24	-9%
O=C1COc2ccc(N3C(=O)C=CC3=O)cc2N1	/	9	?	?	/	40	-17%
Cc1oc2ccc(OCc3c(F)cccc3Cl)cc2c1C(=O)O	-5%	-2	-2%	-20%	-19	-3	-26%
CC(C)S(=O)(=O)c1cnc(N2CCOCC2)nc1N	0%	-1	6%	3%	45	13	-11%
CN(C)C(=O)NC(O)C(Cl)Cl (stereo unspecified)	/	-5	3%	0%	/	-13	-32%
COc1ccc(CNc2ccc([N+](=O)[O-])cc2C)cc1	-4%	5	0%	2%	0	13	-31%
CCc1noc(C)c1C(=O)NNC(=O)COc1ccc(C)cc1	59%[activator]	/	-10%	/	-27	/	-4%
O=C(O)CSc1c[nH]c2ccccc12	10%	0	0%	5%	36	4	-20%
COCCN(CCOC)c1nc(-c2ccccc2)nc2ccccc12	4%	0	-19%	1%	-36	14	55%
Cc1c(Cl)cccc1-n1c(SCC(=O)N(C)Cc2ccccc2)nnc1-c1ccncc1	-6%	-1	1%	11%	-4	-28	136%[activator]
Cc1ccc(CNC(=O)CNC(=O)c2ccc(Br)o2)cc1	16%	-4	-10%	/	13	-13	-12%
CN(C)c1ccc(Nc2nc(N)c3ccccc3n2)cc1	?	-1	-11%	?	-30	/	-22%
C=CCNC(=O)CCCOc1ccc(C)cc1	-3%	7	6%	2%	5	9	1%
CN(C)CCCN(C(=O)CCSc1ccccc1)c1nc2cc3c(cc2s1)OCO3	-14%	3	?	-5%	-25	-4	160%[activator]
CSc1ncccc1C(=O)NCCc1ccccc1	-8%	9	3%	0%	12	-10	-13%
COc1ccc(CNC(=O)c2cc(=O)c3cc(C)ccc3o2)cc1	-1%	1	4%&3%	2%	-24&-2	4	1%
C/C(=N\Nc1nc2ccccc2[nH]1)c1ccccn1	/	28*	-5%	-22%	-98*	107*	-44%
Cc1ccc(C(=O)OCC(=O)NC2CCS(=O)(=O)C2)c(C)c1 (stereo unspecified)	-6%	/	/	/	3	/	-19%
COc1ccc(-n2c(=S)[nH]c3cc(C(=O)NC4CCCCC4)ccc3c2=O)c(OC)c1	-10%	0	10%	-5%	?	17	0%
O=C(NCC1CCCCC1)c1ccco1	3%	8	?	1%	-25	-21	-10%
Cn1c(C(=O)N2CCN(c3ccccc3)CC2)cc2cc(Cl)ccc21	-13%	-2	-9%	6%	41	-3	-10%

# Single records, as listed above. Screens in order: AMA1-RON2 inh, Cycloheximide cs, AmpC inh detg, FBPA Giardia inh, HCMV antiviral, Shiga toxin inh, AmpC inh no detg
# `Cc1ccc(C(=O)OCC(=O)NC2CCS(=O)(=O)C2)c(C)c1` (stereo unspecified) in the list: -6%, /, /, /, 3, /, -19%
# `COc1ccc(CNC(=O)c2cc(=O)c3cc(C)ccc3o2)cc1` in the list: -1%, 1, 4%&3%, 2%, -24&-2, 4, 1%

# Additional results follow.
compound	AMA1-RON2 inh	Cycloheximide cs	AmpC inh detg	FBPA Giardia inh	HCMV antiviral	Shiga toxin inh	AmpC inh no detg
CC(C)NC(=O)CCCC(=O)NC(C)C	12%	-2	-4%	-2%	5	-8	-16%
C=CCn1c(N)c(C(=O)NC2CCCCC2)sc1=S	-3%	0	?	-17%	-33	-5	-16%
COc1ccccc1/C=C/C(=O)OCC(=O)c1c(N)n(C)c(=O)n(C)c1=O	-5%	-2	-7%	-5%	-22	42	4%
Cc1[nH]c(=S)c(C#N)c(C)c1C(=O)Nc1ccccc1	21%	-4	-7%	1%	19	-5	-52%
O=S(=O)(NCC1CCCO1)c1ccc(Cl)c(C(F)(F)F)c1 (stereo unspecified)	3%	-3	?	-4%	-6	-4	-14%
Cc1nnsc1-c1onc(C)c1C(=O)Nc1cc(Cl)cc(Cl)c1	-3%	-2	-5%	1%	10	8	-21%
C=CCNC(=S)NNC(=O)CCC(O)CCCCC (stereo unspecified)	2%	-2	?	-13%	-8	-16	-3%
COc1ccccc1C(=O)NCCC(=O)N(C)CC(=O)Nc1ccc(Cl)cc1	7%	/	-5%	/	-17	/	35%
COC(=O)c1ccc(-c2nc3ccc(C)cc3o2)cc1	12%	76*	6%	3%	102	154*	-8%
C=CCn1c(SCc2ccc(C#N)cc2)nnc1-c1ccc(C)cc1	5%	-3	-4%	1%	?	-9	10%
O=S(=O)(c1cnc[nH]1)N1CCCCCC1	8%	-1	6%	-1%	19	-2	-13%
O=C(CCSc1ccc(Cl)cc1)c1ccco1	18%	-2	1%	-3%	-64*	11	-14%
CCOC(=O)C1CCCN(C(=O)c2cnn3c(C(F)(F)F)cc(-c4ccccc4)nc23)C1 (stereo unspecified)	-20%	-4	-4%	3%	-23	-2	70%[activator]
COC(=O)c1sc2ncccc2c1OCc1ccc(Cl)cc1	48%[activator]	-2	-3%	0%	-31	-4	-41%
CCc1ccc(N2CC(C(=O)N/N=C/c3cccc([N+](=O)[O-])c3)CC2=O)cc1 (stereo unspecified)	1%	-1	1%	0%	31	-4	-33%
COc1ccc(NC(=O)c2cc([N+](=O)[O-])ccc2NC(=O)CNC2CCCCC2C)c(OC)c1 (stereo unspecified)	22%	-5	3%	12%	18	7	-32%
S=c1[nH]nc(-c2ccccn2)n1/N=C/c1cccc2ccccc12	11%	1	?	2%	6	2	-34%

# Bioassay records (PubChem BioAssay)
